# PI4K2A inh: blocks human PI4K2A kinase activity. Q9BTU6. purified PI4K2A, ADP-Glo luminescence, 1 h; hits give low values. activity change, negative = inhibition, % at 76.9 µM. 0.13% of 420,000 active; in the data active = activity change below about -50%; inconclusive = mostly about -30% to -49%;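 also: -100% = wells without enzyme as full effect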
# Target sequence (Q9BTU6 whole entry, looked up): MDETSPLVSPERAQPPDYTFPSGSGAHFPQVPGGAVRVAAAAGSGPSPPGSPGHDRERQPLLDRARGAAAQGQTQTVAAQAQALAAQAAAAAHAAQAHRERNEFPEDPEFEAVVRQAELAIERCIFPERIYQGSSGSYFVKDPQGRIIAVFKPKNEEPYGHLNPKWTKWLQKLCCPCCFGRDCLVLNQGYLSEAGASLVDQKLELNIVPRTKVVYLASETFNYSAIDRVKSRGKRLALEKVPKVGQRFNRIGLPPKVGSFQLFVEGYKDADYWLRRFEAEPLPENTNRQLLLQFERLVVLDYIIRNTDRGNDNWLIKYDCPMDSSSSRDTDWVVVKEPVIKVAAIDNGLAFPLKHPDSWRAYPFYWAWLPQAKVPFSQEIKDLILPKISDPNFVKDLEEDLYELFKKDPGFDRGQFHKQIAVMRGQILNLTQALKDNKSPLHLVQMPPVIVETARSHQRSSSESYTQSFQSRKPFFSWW
#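 Compounds are screened against recombinant PI4K2A using PI as substrate and ATP, the latter dispensed at 300 microM. Reactions run one hour at ambient temperature before ADP-Glo detection; full inhibition defined by wells lacking enzyme.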
# Vif-A3F inh: inhibitors of Vif-A3F interaction; HeLa A3F-eYFP + Vif (tagged APOBEC3F with the HIV-1 protein that degrades it), YFP fluorescence increase; Potency, µM (doses to about 46.1 µM), for inactives: at the highest dose activity, negative = active; 0.2% of 390,000 active; also: potency is read from the fitted curve at half-maximal effect; % of control where 0% means no effect; nearly all actives have a fitted effect of over 65% in size
#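 Fluorescence increase (Ex 488/Em 500-530) after overnight compound treatment at 37 deg C flags inhibition of Vif-driven A3F-eYFP loss in stable HeLa A3F-eYFP/Vif cells seeded overnight beforehand.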
# Vif-A3G inh: inhibitors of Vif-APOBEC3G interaction | 0.076% of 410,000 active | AID 602310 | HeLa A3G-eYFP + Vif (tagged APOBEC3G with the HIV-1 protein that degrades it), YFP fluorescence, overnight | Potency, µM (series often up to 46.1 µM), for the others: at the highest dose activity, negative = active, most hits filed as inhibitors | Q9HC16;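 also: potency is read from the fitted curve at half-maximal effect; % is scaled to controls: 0 for no effect and ±100 for the full control effect; nearly all actives have a fitted effect of over 60% in size; hits raise eYFP signal because A3G escapes Vif-driven loss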
# Target sequence (Q9HC16 whole entry, looked up): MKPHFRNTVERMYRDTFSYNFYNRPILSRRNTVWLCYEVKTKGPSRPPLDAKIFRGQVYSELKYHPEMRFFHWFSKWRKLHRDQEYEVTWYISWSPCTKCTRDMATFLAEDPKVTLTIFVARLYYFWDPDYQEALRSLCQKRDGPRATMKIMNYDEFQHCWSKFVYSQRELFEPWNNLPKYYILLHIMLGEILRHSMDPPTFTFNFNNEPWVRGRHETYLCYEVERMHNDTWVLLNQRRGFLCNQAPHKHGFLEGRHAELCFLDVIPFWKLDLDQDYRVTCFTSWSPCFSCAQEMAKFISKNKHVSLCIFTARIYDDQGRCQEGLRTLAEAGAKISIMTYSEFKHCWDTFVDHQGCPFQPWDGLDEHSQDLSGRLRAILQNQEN
#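 Read-out is eYFP fluorescence (Ex 488/Em 500-530) from Vif-expressing HeLa A3G-eYFP cells; more signal means A3G escaped Vif-mediated degradation. Cells plated overnight, compound pinned in, incubated overnight at 37 deg C.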
# TrxR1 substrate: is turned over as a substrate by rat TrxR1 | O89049 | purified TrxR1 substrate turnover, NADPH consumption readout | Potency, µM (titrated, usually from 114 µM), for inactives: at the highest dose activity change, negative = substrate turnover | 0.01% of 390,000 active | AID 588456; also: potency is read from the fitted curve at half-maximal effect; % is scaled to controls: 0 for no effect and ±100 for the full control effect; nearly all actives have a fitted effect of over 50% in size
#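 Rat TrxR1, dispensed at 90 nM, was prereduced with 400 uM NADPH (final) for 5 min at ~22 deg C, then incubated with compound 15 min before 400 uM selenite. A first-read NADPH fluorescence drop versus no-compound background flagged substrates.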
# GRP78 ERSR act: induces the endoplasmic reticulum stress response in human glioma cells | AID 602332 | 0.02% of 420,000 active | U87-MG GRP78 promoter luciferase reporter, 16 h | Potency, µM, for inactives: top-dose activation, usual class: activators; also: potency is read from the fitted curve at half-maximal effect; series mostly up to about 76 µM; % of control where 0% means no effect; nearly all actives have a fitted effect of over 35% in size
#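 ERSR induction read as luciferase luminescence (Bright-Glo, 10 min at room temperature) in stably transfected human U87-MG glioma cells exposed to compounds for 16 h, using GRP78 as sensor.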
# RXFP1 ag: RXFP1 (human) receptor agonism; Potency, µM (series often up to 57.5 µM), inactives show at the top dose activation, usual class: activators; AID 2676; 0.3% of 370,000 active; Q9HBX9; HEK293T-RXFP1 cAMP TR-FRET, 30 min; response scale: percent of porcine relaxin response, buffer zero; also: potency is read from the fitted curve at half-maximal effect; % is scaled to controls: 0 for no effect and ±100 for the full control effect; nearly all actives have a fitted effect of over 60% in size; many of its hits are not listed in these tables
#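 HEK293T cells stably expressing RXFP1 were pretreated with the PDE4 inhibitor Ro 20174, exposed to compounds for 30 min at 37C, lysed, and cAMP was read by TR-FRET. Data normalized to buffer (basal) and 29 nM porcine relaxin (100%).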
# mIDH1 inhibitor: human IDH1 R132H inhibition | 0.093% of 390,000 active | IDH1-R132H enzyme, NADPH consumption, diaphorase/resazurin fluorescence | Potency, µM (titrated, usually from 76.6 µM), without a hit: at the highest dose activity change, negative = inhibition, hits mostly inhibitors | O75874; also: potency is read from the fitted curve at half-maximal effect; % is scaled to controls: 0 for no effect and ±100 for the full control effect; nearly all actives have a fitted effect of over 65% in size
#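 IDH1-R132H (0.5 ug/mL) preincubated 30 min with compound, then NADPH (0.016 mM) and alpha-KG (2 mM) added; 80 min at RT, pH 7.5. Remaining NADPH coupled via diaphorase/resazurin to fluorescence (540/590 nm); concentration-response curves normalized to no-enzyme control.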
# USP1 inh: USP1/UAF1 (human) deubiquitinase inhibition | O94782 | 0.23% of 390,000 active | AID 743255 | recombinant USP1/UAF1, Ub-Rhodamine cleavage fluorescence | Potency, µM (series often up to 57.1 µM), without a hit: top-dose activity change, negative = inhibition, usual class: inhibitors; also: potency is read from the fitted curve at half-maximal effect; % is scaled to controls: 0 for no effect and ±100 for the full control effect; nearly all actives have a fitted effect of over 60% in size; inactives centre near -12
#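 In this screen, compounds sit with the deubiquitinase complex (1nM) for 15 min at room temperature before Ub-Rho is added at 150nM final. Fluorescence rise is then followed for 6 reads every 60 seconds.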
# LDHA block: inhibitors of human lactate dehydrogenase A. 0.15% of 480,000 active. P00338. purified LDHA, NADH/diaphorase-resazurin fluorescence; hits give low values. activity change, % (values are at about 110 or 230 µM); in the data active = activity change below about -30%; inconclusive = mostly about -25% to -30%;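 also: plate controls were DMSO wells for no effect and wells without enzyme for full effect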
#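 Remaining NADH was detected by diaphorase (0.133 mg/mL) converting 37 µM resazurin to fluorescent resorufin, read at 0 and 20 minutes. The preceding 5-minute room-temperature reaction used 2 nM LDHA, 0.2 mM sodium pyruvate and 0.06 mM NADH at pH 7.4.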
# An asterisk follows results filed as active; ? = inconclusive; nt = no result given; & = joins results of further samples; [ ] = dose if it differs, or a comment. Unless noted, calls follow the shape of the dose curve; as a rule, active = well fitted curve in the direction sought with a large enough effect; inconclusive = small, poorly fitted or top-dose-only effect, or another doubt; inactive = no such curve, though single readings can be large; an effect the other way counts as inactive or inconclusive. An excerpt (hit frequency here may not be typical).
SMILES,PI4K2A inh,Vif-A3F inh,Vif-A3G inh,TrxR1 substrate,GRP78 ERSR act,RXFP1 ag,mIDH1 inhibitor,USP1 inh,LDHA block
COc1ccc(COC(=O)C2=C(C)NC(=O)NC2c2ccc(OC)cc2)cc1 (configuration not stated),0,-21%,-16%,1%,-3%,-5.3%,2%,-21%,-1
COc1cccc(C(=O)COc2ccc3c(C)c(Cc4ccccc4)c(=O)oc3c2)c1,2,-1%,1%,7%[57.1 µM],-4%,-0.3%,2%,-5%,-8
O=[N+]([O-])c1ccccc1S(=O)(=O)N1CCN(C2CCN(Cc3ccccc3)CC2)CC1,-5,-1%,0%,-1%,-1%,3.9%,11%,-3%,-34*
O=[N+]([O-])c1ccc(Cl)cc1N1CCCCC1,0,-11%,0%,-8%,-2%,-0.3%,5%,-4%,3
COC(=O)c1cc2c(cc1NC(=O)CSCCc1ccccn1)OCO2,-6,-6%,-3%,11%,-6%,0.9%,2%,-10%,2
Cc1ccc(CNC(=O)CCCn2c(=O)c3ccccc3n(CC(=O)NCc3ccco3)c2=O)cc1,-3,-9%,-1%,-6%[57.1 µM],-6%,3.3%,12%,-13%,-5
FC(F)(F)c1cnc(Oc2ccc(-c3nnco3)cc2)c(Cl)c1,3,-7%,-3%,3%[57.1 µM],-8%,1.5%,6%,-13%,-2
Cn1c(=S)[nH]c2c(c1=O)C(C)(C)Cc1ccccc1-2,0,-23%,2%,0%[57.1 µM],4%,16µM*,-16%,-13%,-5
COc1nccnc1NS(=O)(=O)c1ccc(NC(=S)NC(=O)c2ccccc2F)cc1,-1,13%,-1%,-22%[57.1 µM],-1%,1.0%,4%,-15%,-4
O=C(C1CCC1)N1CCN(S(=O)(=O)c2cccc(F)c2)CC1,2,-17%,2%,-9%,-4%,-0.2%,6%,-13%,-6
Cc1ccc2oc(=O)c(-c3ccc(O)cc3)c(C)c2c1,0,2%,1%,-9%,6%,-0.3%,0%,-17%,-2
Cc1nc2nc(SCC(=O)c3ccccc3)[nH]c2cc1Br,0,-21%,1%,-17%[57.1 µM],-1%,?,8%,-10%,0&-2
COc1ccc(Cc2c(-c3cccc(Br)c3)nc3ccc(Cl)cn23)c(C)c1,-2,nt,-12%,nt,5%,nt,nt,nt,-1
CN(CC(=O)Nc1ccc(OC(F)(F)F)cc1)C(=O)Cc1cccs1,0,-6%,5%,1%,-4%,nt,6%,-21%,-5
CNC(=O)CCn1nc(-c2ccc(C)cc2)c2ccccc2c1=O,1,5%,-5%,9%[57.1 µM],-3%,3.2%,3%,-14%,-4
O=C(Nc1ccc(N2CCCC2)cc1)c1cc2ccccc2o1,-2,-2%,1%,4%,6%,0.3%,7%,-13%,0
Cc1ccc(-n2ncc(C(=O)N3CCN(c4ccc(Cl)cc4)CC3)c2C2CCN(C(=O)OC(C)(C)C)CC2)c(C)c1,-1,0%,6%,-8%,-3%,-4.1%,-8%,-16%,-5
COc1ccc(CN2CCC(C)(Oc3ccc(C(C)=O)cc3)C2)c2ccccc12 (configuration not stated),-3,nt,-4%,nt,-5%,nt,nt,nt,2
CN(Cc1ccccc1)C(=S)Nc1cccnc1,-14,5%,0%,7%[57.1 µM],-7%,-0.5%,1%,-21%,2
COc1ccc(CCNC(=O)c2cc3c(s2)-c2c(C)cccc2OC3)c(OC)c1,2,1%,2%,52%[activator],-3%,9.3%,-3%,-3%,-2

# With a hit mark in LDHA block, of those listed so far:
molecule | PI4K2A inh | Vif-A3G inh | TrxR1 substrate | GRP78 ERSR act | USP1 inh | LDHA block
O=[N+]([O-])c1ccccc1S(=O)(=O)N1CCN(C2CCN(Cc3ccccc3)CC2)CC1 | -5 | 0% | -1% | -1% | -3% | -34*

# Remaining list, next part.
SMILES,PI4K2A inh,Vif-A3F inh,Vif-A3G inh,TrxR1 substrate,GRP78 ERSR act,RXFP1 ag,mIDH1 inhibitor,USP1 inh,LDHA block
CCN1CCN(Cc2ccccc2NC(=O)Nc2ccc(C)cc2)CC1,-5,-10%,-1%,13%[57.1 µM],1%,-0.9%,1%,-18%,-6
Cc1cccc(N2CCN(C(=O)CN3C(=O)NC(C)(C4CC4)C3=O)CC2)c1C (configuration not stated),-3,-7%,1%,-4%,2%,0.2%,-4%,-1%,-5
CCOC(=O)C1CCCN(C(=S)Nc2cc(C)cc(C)c2)C1 (configuration not stated),7,-2%,-2%,-9%,7%,0.5%,-1%,-5%,-5
COc1ccc(CCNC(=O)C2CCC(=O)N2S(=O)(=O)c2ccc(C)cc2)cc1 (configuration not stated),-1,3%,-7%,6%[11.4 µM],-5%,1.7%,-2%,-18%,-5
COCCNC(=S)Nc1ccc2[nH]c(=O)[nH]c2c1,2,9%,1%,-5%,-5%,-2.1%,6%,-14%,-3
Nc1nonc1NC(=O)CSc1nc2ccccc2s1,4,-13%,1%,5%,3%,2.1%,9%,-14%,-3
CCSCc1nc(N)nc(NCCc2ccccc2)n1,0,-7%,1%,1%,0%,0.3%,-7%,-25%,-2
CCn1c(=S)[nH]c2cc(C(=O)OC)ccc2c1=O,-2,-1%,0%,-1%,-2%,0.5%,-2%,0%,-4
Cc1ccc2ncc3c(-c4ccc(F)cc4)nn(CC(=O)Nc4ccccc4C)c3c2c1,0,3%,-3%,2%[57.1 µM],2%,0.1%,-12%,-21%,0
COc1ccc(C2C=C(Nc3ccccc3)C(=O)N2c2ccccc2)cc1OC (configuration not stated),4,-5%,-6%,6%,0%,0.2%,3%,-12%,-3
CCOc1ccccc1N(C)C(=O)c1cc2c(s1)-c1ccccc1OC2,0,-6%,-2%,-4%,-4%,0.2%,-4%,-18%,-5
O=c1[nH]c(C2CCN(S(=O)(=O)c3ccc(S(=O)(=O)NC4CC4)cc3)CC2)nc2c1nnn2Cc1ccccc1,1,-1%,-5%,-1%,0%,0.7%,1%,-13%,-3
CCCC(=O)Nc1ccccc1-c1nnn(CC(=O)Nc2ccc(OC)cc2)n1,-3,-8%,-1%,-6%,0%,1.8%,0%,-3%,1
Cc1cc(C)c(S(=O)(=O)NCc2cccnc2)c(C)c1,-1,0%,-2%,0%,-6%,6.8%,3%,-22%,-2
COc1cc(F)ccc1S(=O)(=O)NCc1cccnc1,-3,-6%,0%,-2%,-5%,0.7%,14%,-15%,1
NC(c1ccccc1)c1csc(NC(=O)Nc2ccc(OC(F)(F)F)cc2)n1 (configuration not stated),-2,nt,-7%,nt,-11%,nt,nt,nt,-16
CC1CN/C(=C\C(=O)c2ccc(Cl)cc2)C(=O)N1 (configuration not stated),4,2%,2%,-2%,-3%,-0.8%,11%,-19%,-12
CCOC(=O)C(=O)N(Nc1ccccc1C)c1ccccc1C,1,2%,14%,-1%,-2%,1.5%,7%,-22%,-1
O=C(Nc1ccc(F)cc1)N(Cc1ccco1)Cc1cc2cc3c(cc2[nH]c1=O)OCO3,-14,-17%,-14%,44%[activator],-4%,1.4%,-1%,-16%,-10
Cc1cc(NC(=O)c2cc(-c3ccc(C)c(C)c3)nc3ccccc23)no1,-4,-10%,0%,15%,-3%,1.6%,-1%,-23%,0

# 6 neighbouring compounds out of the list so far, for reference:
SMILES,PI4K2A inh,Vif-A3F inh,Vif-A3G inh,TrxR1 substrate,GRP78 ERSR act,RXFP1 ag,mIDH1 inhibitor,USP1 inh,LDHA block
COc1ccc(COC(=O)C2=C(C)NC(=O)NC2c2ccc(OC)cc2)cc1 (configuration not stated),0,-21%,-16%,1%,-3%,-5.3%,2%,-21%,-1
COc1cccc(C(=O)COc2ccc3c(C)c(Cc4ccccc4)c(=O)oc3c2)c1,2,-1%,1%,7%[57.1 µM],-4%,-0.3%,2%,-5%,-8
O=[N+]([O-])c1ccccc1S(=O)(=O)N1CCN(C2CCN(Cc3ccccc3)CC2)CC1,-5,-1%,0%,-1%,-1%,3.9%,11%,-3%,-34*
O=[N+]([O-])c1ccc(Cl)cc1N1CCCCC1,0,-11%,0%,-8%,-2%,-0.3%,5%,-4%,3
COC(=O)c1cc2c(cc1NC(=O)CSCCc1ccccn1)OCO2,-6,-6%,-3%,11%,-6%,0.9%,2%,-10%,2
Cc1ccc(CNC(=O)CCCn2c(=O)c3ccccc3n(CC(=O)NCc3ccco3)c2=O)cc1,-3,-9%,-1%,-6%[57.1 µM],-6%,3.3%,12%,-13%,-5

# Carrying on:
SMILES,PI4K2A inh,Vif-A3F inh,Vif-A3G inh,TrxR1 substrate,GRP78 ERSR act,RXFP1 ag,mIDH1 inhibitor,USP1 inh,LDHA block
O=[N+]([O-])c1nn(-c2ccccc2)[n+]([O-])c1N1CCN(c2ccccc2)CC1,9,9%,1%,-9%[57.1 µM],-3%,-0.2%,2%,-13%,0
CN(c1ccccc1C(=O)Nc1ccc(S(=O)(=O)N2CCOCC2)cc1)S(=O)(=O)c1ccccc1,2,-1%,-1%,-1%,-2%,-0.5%,-1%,-4%,-12
Cc1ccc(CNC(=O)CCCc2cn(C)c3ccccc23)cc1,1,-1%,0%,-7%[57.1 µM],-4%,1.0%,6%,-24%,-2
CC1(C)Cn2c(nnc2-c2cccc(O)c2)S1,-2,7%,-2%,-8%,0%,-0.9%,6%,-15%,3
Cc1c(C(N)=O)c(N)c(C(=O)c2ccccc2)n1-c1ccccc1,-2,-6%,-1%,-2%,-3%,1.8%,7%,-24%,-3
CCc1nnc(NC(=O)CSc2ccc(-c3ccc(C)cc3)nn2)s1,3,-11%,-3%,8%[57.1 µM],2%,0.4%,-2%,-18%,-8

# Source: PubChem BioAssay (National Center for Advancing Translational Sciences (NCATS))
